# UBC13 polyUb = blocks human UBC13 polyubiquitin chain formation | P61088 | TR-FRET | inhibition, % at 20 µM | 330,000 compounds, 0.47% hits; in the data active = inhibition above about 45%, passing the limit was not always enough
# SENP6 inh = blocks the human protease SENP6; Q9GZR1; Recombinant SENP6 catalytic domain, aminoluciferin luminescence; inhibition, % at 10 µM; 330,000 compounds, 1.8% hits; AID 2599;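 active = inhibition above about 50% at the single tested dose, limit read from the data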;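 note: plate controls were DMSO wells with enzyme for no effect and DMSO wells lacking enzyme for full effect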
# Target sequence (Q9GZR1 628-1112 limits assumed): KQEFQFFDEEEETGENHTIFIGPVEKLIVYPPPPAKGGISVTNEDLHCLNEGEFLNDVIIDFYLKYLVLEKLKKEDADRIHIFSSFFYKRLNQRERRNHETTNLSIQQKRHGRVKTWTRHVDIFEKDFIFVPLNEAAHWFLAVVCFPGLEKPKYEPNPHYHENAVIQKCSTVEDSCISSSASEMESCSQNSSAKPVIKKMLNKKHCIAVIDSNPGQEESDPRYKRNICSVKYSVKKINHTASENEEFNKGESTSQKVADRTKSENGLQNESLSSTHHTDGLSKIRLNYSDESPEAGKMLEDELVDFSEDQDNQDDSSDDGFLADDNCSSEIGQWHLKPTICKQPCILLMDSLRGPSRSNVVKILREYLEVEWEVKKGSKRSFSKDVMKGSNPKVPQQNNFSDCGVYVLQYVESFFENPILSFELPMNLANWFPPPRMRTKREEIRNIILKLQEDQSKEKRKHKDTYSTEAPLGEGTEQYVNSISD
# HKDC1 inhibitor = inhibitors of human hexokinase HKDC1 | inhibition, % at 20 µM | recombinant HKDC1, G6PDH/diaphorase resazurin coupled fluorescence | 340,000 compounds, 0.16% hits;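 active = inhibition above about 35% when tested at 20 µM, limit read from the data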;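 note: plate controls were DMSO wells with enzyme for no effect and DMSO wells lacking enzyme for full effect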
#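 Assay system – recombinant HKDC1 (HK5) hexokinase enzyme, produced in-house · Input – HKDC1 at 5 µg/mL · Reagent – glucose plus 1 mM ATP as hexokinase substrates · Timing – 90 min reaction incubation at room temperature, dark · Measured by – G6PDH/diaphorase-coupled fluorescence, 1 mM NADP, 100 µM resazurin, 525/613 nm · Benchmarks – DMSO-enzyme wells negative, buffer-substituted wells positive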
# SENP7 inh = blocks the human protease SENP7; 330,000 compounds, 1.5% hits; recombinant SENP7, Z-RLRGG-aminoluciferin luminescence, 40 min; inhibition, % at 5 µM; Q9BQF6; AID 434973;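 active = inhibition above about 50% at the single test dose, limit read from the data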;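 note: plate controls were DMSO with enzyme for no effect and no enzyme buffer wells for full effect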
# Target sequence (Q9BQF6 706-1050 limits assumed): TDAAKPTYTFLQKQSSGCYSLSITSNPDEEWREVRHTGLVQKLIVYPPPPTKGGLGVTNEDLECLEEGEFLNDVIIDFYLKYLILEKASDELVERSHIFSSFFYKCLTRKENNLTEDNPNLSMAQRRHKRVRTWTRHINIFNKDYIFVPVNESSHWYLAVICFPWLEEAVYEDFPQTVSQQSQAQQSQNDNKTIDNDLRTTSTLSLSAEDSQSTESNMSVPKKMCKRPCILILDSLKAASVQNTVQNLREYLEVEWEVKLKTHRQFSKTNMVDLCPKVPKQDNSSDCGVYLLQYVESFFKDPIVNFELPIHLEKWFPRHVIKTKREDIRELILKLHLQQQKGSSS
# SENP8 block-1 = blocks human SENP8 cleavage of Nedd8 substrate. Q96LD8. AID 602440. recombinant SENP8, Nedd8 substrate fluorescence. 360,000 compounds, 0.64% hits. inhibition, % at 20 µM; in the data active = inhibition mostly above about 40%, no sharp cut-off; inactive = mostly below about 27%
# SENP8 block-2 = inhibitors of human SENP8 protease; Q96LD8; purified SENP8, Z-RLRGG-aminoluciferin cleavage, luminescence; inhibition, % at 10 µM; 330,000 compounds, 1.2% hits; AID 2540; in the data active = inhibition above about 50%
# SENP1 FRET inh = SENP1 (human) catalytic domain inhibition | recombinant SENP1 catalytic domain, CyPet-SUMO1-YPet FRET cleavage | Q9P0U3 | AID 624204 | inhibition, % at 10 µM | 360,000 compounds, 0.21% hits;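 active = inhibition at least 30% at 10 µM, raw YFP signal under a set limit, fluorescence ratio 0.5 to 1.5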;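 note: 0% = enzyme with DMSO and 100% = no enzyme wells; some results filed as inactive read as strong as hits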
# Target sequence (Q9P0U3 419-644 limits assumed): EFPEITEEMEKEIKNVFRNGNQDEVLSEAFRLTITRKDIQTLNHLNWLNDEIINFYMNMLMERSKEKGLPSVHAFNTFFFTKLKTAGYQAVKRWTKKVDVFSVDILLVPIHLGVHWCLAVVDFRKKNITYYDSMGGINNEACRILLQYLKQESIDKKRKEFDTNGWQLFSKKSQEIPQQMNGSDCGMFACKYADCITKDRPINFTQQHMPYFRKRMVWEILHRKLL
#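 material = recombinant human SENP1 catalytic domain, His6-tagged | quantity = 20 pM enzyme | reagent = 25 nM SUMO1 FRET substrate | compound dosing = 10 µM single point, 0.5% DMSO | timing = 50 min enzyme reaction, room temperature, light-protected | detection = FRET, CFP and YFP emission | control set = no-enzyme low, enzyme-DMSO high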
# PfG6PD inh = PfG6PD (Plasmodium falciparum) enzyme inhibition. inhibition, % at 20 µM. PfGluPho enzyme, NADPH resazurin-diaphorase fluorescence. 350,000 compounds, 0.78% hits. AID 504690;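 active = inhibition reaching at least a set limit at 20 µM in the primary screen, cut at about 59% in these data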;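 note: 0% = DMSO wells with substrate and 100% = DMSO wells lacking glucose-6-phosphate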
# beta cell repl = inducers of beta-cell replication in MIN6 cells | MIN6 cells proliferation, ATPlite luminescence, 48 h; cells starved in 0.2% serum; 100% = growth in 10% serum | proliferation, % at 10 µM | 330,000 compounds, 0.29% hits | AID 2380;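 active = compounds whose signal lies at least 3.5 SD above the mean of all wells on their plate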;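 note: 0% = DMSO-treated cells in low-serum medium and 100% = 10% serum control; some compounds called inactive have numbers as strong as hits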
# An asterisk follows results filed as active; · = no result given.
SMILES,UBC13 polyUb,SENP6 inh,HKDC1 inhibitor,SENP7 inh,SENP8 block-1,SENP8 block-2,SENP1 FRET inh,PfG6PD inh,beta cell repl
CCOC(=O)[C@H]1[C@H]2COc3ccc(C)cc3[C@@H]2N2C(=O)CN(C)C(=O)[C@@]12C,·,·,-5,·,-19,·,2,8,·
Cc1ccc2[nH]c(=O)c(CN(CCc3ccccc3)C(c3nnnn3Cc3ccco3)C(C)C)cc2c1 (stereo not drawn),3,-15,5,9,-85,-2,-60,21,-6
C/C=C(\C)CN1CCC(n2nccc2NC(=O)CCCc2ccccc2)CC1,10,5,2,8,-2,-6,-4,14,-3
CN=c1scc(C)n1/N=C/c1cc(Br)c(O)c(Br)c1,-3,-5,-1,-2,-98,-5,-61,-10,0
S=C(c1ccc(-c2ccc(Br)cc2)o1)N1CCCCC1,-8,7,-3,19,4,10,2,6,-5
Cc1oc(-c2cc(F)ccc2F)nc1CN1CCN(c2cnccn2)CC1,-3,-21,-7,9,-42,2,2,16,0
O=C(c1ccc2nc(N3CCCCC3)sc2c1)N1CCN(Cc2ccc3c(c2)OCO3)CC1,10,-7,-3,2,-2,-2,2,12,-3
O=C(COC(=O)CC1CCCC1)Nc1ccc(Cl)cc1,7,-21,4,-8,1,-23,4,7,0
CCCC(=O)Nc1c(-c2cccs2)c(=O)c2ccccc2n1CC,12,-10,·,-1,·,-2,·,·,-1
O=C(N/N=C/c1ccccn1)c1ccc(Cl)c(Cl)c1,2,-14,·,4,12,-9,-1,·,-7
COc1ccc(C(=O)NCc2cn3cccc(C)c3n2)cc1OC,-7,2,-5,1,12,4,0,-2,8
Cn1cc(CN2CCN(CCO)CC2)c(-c2ccc(Oc3ccccc3)cc2)n1,-3,-12,-6,-1,5,2,-2,11,-3
O=C(NN1C(=O)/C(=C/C=C/c2ccccc2)SC1=S)c1ccncc1,-22,-6,-9,6,-4,6,30,58,-3
CC1CC(C)CN(S(=O)(=O)N2CCCC(C(=O)NCCc3ccc(Cl)cc3)C2)C1 (stereo not drawn),-4,9,-3,6,2,12,2,-1,-6
CCC(C)NS(=O)(=O)c1ccc(OCC(=O)NCc2ccc3c(c2)OCO3)cc1 (stereo not drawn),6,-16,-1,-3,14,3,1,2,-2
Cc1cccc(C(C(=O)NC2CCCC2)N(C(=O)c2csnn2)C2CCCC2)c1 (stereo not drawn),-1,-16,1,2,9,-1,2,-8,0
C=CCN(C(=O)Cn1c(C(=O)OC)cc2oc(C)cc21)c1ccccc1,-3,5,-5,11,14,6,-2,-5,-3
O=C(O)CC(Cn1cnnn1)c1ccccc1 (stereo not drawn),-6,0,-3,9,4,-1,3,-16,1
O=C(c1ccccc1)c1cc[n+]([O-])cc1,1,8,-4,9,15,-7,3,-1,0
CCCOc1ccc(NC(=O)CC2C(=O)N(CC)C(=S)N2CCNC(C)=O)cc1 (stereo not drawn),-1,-1,7,1,17,7,2,4,0
Cc1ccc(-n2c(SCC(=O)NC3CCCCC3)nc3c(c2=O)SCC3)cc1,-14,-14,-5,-1,9,2,0,31,-3
COC(=O)c1sc2nc(N3CCCCC3)c3c(c2c1N)CCCC3,12,-4,3,-8,-490,-10,-5,5,-5
Cc1cc([N+](=O)[O-])ccc1NC(=O)C[n+]1ccc(N(C)C)cc1,2,15,-10,-4,6,-2,2,0,0
CC(=O)c1nn(-c2ccccc2)cc1C(=O)c1ccc(C)cc1,-6,-7,2,11,25,-10,0,-8,0
Cc1ccc(-n2ncc(C(=O)N3CCN(C(=O)c4ccco4)CC3)c2C2CCN(C(=O)OC(C)(C)C)CC2)cc1C,-6,-6,-4,-8,6,-13,-1,-9,-2
COc1ccc(C2=C(C=Nc3c(C)n(C)n(-c4ccccc4)c3=O)C(c3ccccc3C)c3ccccc3O2)cc1OC (stereo not drawn),-22,-12,0,-2,37,4,1,-2,-2
O=C(CNc1cccc2ccccc12)N/N=C/c1ccc(C(=O)O)cc1,-25,71*,12,30,-199,58*,-7,7,0
COc1ccc(S(=O)(=O)NCCSCc2cccs2)cc1,2,-2,-2,-6,2,-18,1,2,-3
COc1ccccc1-c1nnc(SCC(=O)Nc2oc(C)c3c(C)n[nH]c(=O)c23)n1C,-9,2,8,1,15,-10,-3,-5,-2
Cn1nnnc1SCC(=O)N1CCN(C(=O)c2ccco2)CC1,-10,-10,-12,-6,2,2,2,-8,-1
Cc1ccc(-c2nc(CN(C)C(C3CC3)C3CC3)c(C)o2)cc1,4,8,-2,6,-74,4,-20,-10,1
Nc1nc2ccccc2[nH]1,0,-17,-3,-1,17,3,-5,-2,2
Cc1cccc(/C(N)=N/OC(=O)COc2ccc(Cl)c(C)c2)c1,-1,-8,-6,4,6,-14,-2,-1,3
Cc1ccn2c(CN(C)CCn3nc(C)cc3C)c(C(=O)N3CCCCCC3)nc2c1,-7,-25,-9,-4,-8,-5,-2,-5,3
O=C(c1cc(-c2cccc(Cl)c2)on1)N1CCOCC1,10,3,-5,7,15,-11,1,6,-1
OC1CCCN(Cc2ccc3ccc4cccc5ccc2c3c45)C1 (stereo not drawn),26,-18,-5,-11,-43,-1,-6,18,-4

# An excerpt from above with just UBC13 polyUb and SENP6 inh.
SMILES	UBC13 polyUb	SENP6 inh
Cc1ccc(-c2nc(CN(C)C(C3CC3)C3CC3)c(C)o2)cc1	4	8
Nc1nc2ccccc2[nH]1	0	-17
Cc1cccc(/C(N)=N/OC(=O)COc2ccc(Cl)c(C)c2)c1	-1	-8
Cc1ccn2c(CN(C)CCn3nc(C)cc3C)c(C(=O)N3CCCCCC3)nc2c1	-7	-25

# Next structures follow.
SMILES,UBC13 polyUb,SENP6 inh,HKDC1 inhibitor,SENP7 inh,SENP8 block-1,SENP8 block-2,SENP1 FRET inh,PfG6PD inh,beta cell repl
COc1ccc2nc(Nc3ccccc3OC)sc2c1,9,92*,5,98*,16,92*,0,1,-5
C=CCNC(=S)N/N=C(\C)c1ccc(-n2ccnc2)cc1,-1,-4,-3,6,7,-2,1,-15,-3
COc1cc(OC)cc(C(=O)N2CCC(C(=O)N3CCOCC3)CC2)c1,-2,7,-5,6,10,2,1,9,2
COC(=O)c1sc2ccccc2c1-n1cccc1C(=O)C(=O)Nc1ccc(Cl)cc1,-10,-5,1,1,19,1,10,13,-2
CC(C)(O)C#Cc1ccc(C(=O)N2CCN(c3ccc(F)cc3)CC2)cc1,0,8,-6,3,11,1,1,-3,-4
OCC[C@@H]1C[C@@H](O)[C@H](O)[C@@]2(CCCCO2)O1,-7,-3,-1,-2,11,-5,2,-7,5
COC(=O)C1CN(C(=O)COc2ccc(Cl)c(C)c2)c2ccccc2O1 (stereo not drawn),-5,0,0,-3,15,-12,0,26,-3
O=C(NNc1cccc(Cl)n1)c1ccccc1CC[N+](=O)[O-],-6,-5,-7,8,-6,9,-2,-2,-5
C=CCNC(=O)NC(=O)COC(=O)c1ccccc1Sc1ccc(C(F)(F)F)cc1[N+](=O)[O-],7,1,-4,5,18,-2,4,-7,3
O=C(c1ccccc1)c1ccc(OCCCN2CCCC2)cc1,8,4,-9,4,14,8,1,-8,0
CC(=O)c1ccc(OCC(=O)Nc2ccc(N3CCCCC3)cc2)cc1,-4,-3,-2,8,14,-6,1,11,-2
N#CC(=C(O)CN1CCN(c2ccccc2F)CC1)c1nc(-c2ccc(Cl)cc2)cs1,·,·,-3,·,-3,·,0,-24,·
CNC(=O)c1c(NC(NC(=O)c2ccco2)C(=O)c2ccc(Cl)cc2)sc2c1CCCC2 (stereo not drawn),-2,-32,-4,3,-3,1,-1,-13,-2
CC(=O)c1cc(Cl)ccc1OCC(=O)NC1CCCC1,-1,-13,-3,8,-3,-9,1,11,-3
Cc1ccc(C(=O)N2CCN(c3ccc([N+](=O)[O-])c(NCc4cccnc4)c3)CC2)cc1,-25,-27,10,-4,26,-5,2,18,-2
C=CC[C@H](CC(=O)N(CCO)Cc1ccccc1)C(=O)N[C@H](COC(=O)[C@@H](CC=C)CC(=O)OC(C)(C)C)Cc1ccccc1,6,-14,4,9,2,-9,4,6,-5
CCC(C(=O)OCC(=O)N(CC)c1c(N)n(Cc2ccccc2)c(=O)[nH]c1=O)c1ccccc1 (stereo not drawn),-11,1,5,-8,4,-19,1,-12,2
COc1ccc(N(CC(=O)NCc2ccccc2OC)S(=O)(=O)c2c(C)nn(C)c2C)cc1,-6,-20,-4,-14,16,-12,-5,-19,-2
COc1ccc(C(=O)N2CCN(c3ccc(C(C)=O)cc3F)CC2)cc1S(=O)(=O)NC1CC1,-2,-10,-7,-3,-15,-17,3,1,-3
Cc1cc(=O)n2nc(N3CCC(C(=O)N4CCN(C)CC4)CC3)sc2n1,-1,5,-5,4,17,0,2,-16,-6
O=C(Cn1nnc(-c2ccccc2Cl)n1)NCc1ccc2c(c1)OCO2,-3,-28,-5,-9,14,-7,2,-29,0
O=C(O)CSc1nc2ccccc2o1,8,-10,6,2,-1,-4,2,-14,0
CC1Oc2ccccc2N(CC(=O)Nc2ccccc2F)C1=O (stereo not drawn),4,15,4,-3,11,-1,1,-1,-2
Cc1cc(C)n(-c2nc3nonc3nc2-n2nc(C)cc2C)n1,-6,-8,-6,-9,16,-4,0,-5,2
CCCN(C(=O)c1ccc([N+](=O)[O-])c(C)c1)c1c(N)n(Cc2ccccc2)c(=O)[nH]c1=O,6,4,4,0,0,4,0,8,-2
CCC(=O)Nc1ccc(-c2csc(C)n2)cc1,-11,-24,1,-8,8,-23,3,-7,-1
CC12CCC(=O)N1C(C(=O)NCCN1C(=O)S/C(=C\c3ccc(F)cc3)C1=O)CS2 (stereo not drawn),0,-1,-2,0,7,-7,0,11,3
CONC(=O)C1CCN(C(=O)OCc2ccccc2)CC1,8,-19,0,-2,31,-3,1,-12,-2
CCOC(=O)C(Cc1ccc(O)c([N+](=O)[O-])c1)N1C(=O)c2ccccc2C1=O (stereo not drawn),·,·,9,·,19,·,2,-18,·
Brc1ccccc1C1Nc2cccc3cccc(c23)N1,-4,52*,12,5,-17,24,-2,23,-4
COc1ccc(N(C)S(=O)(=O)c2cccc(C(=O)NC3CCC(C)CC3)c2)cc1 (stereo not drawn),1,-3,0,-1,16,-4,1,-1,-5
Oc1ccccc1-c1cc(-c2ccccc2)n[nH]1,25,95*,-2,94*,18,93*,4,40,-3
O=C(Cn1cc[n+](Cc2ccccc2)c1)c1ccc([N+](=O)[O-])cc1,5,14,-6,-3,19,-7,2,-2,0
O=C(Nc1ccc(S(=O)(=O)Nc2cnc3ccccc3n2)cc1)c1cc(F)c(F)cc1Cl,-4,7,2,-4,-294,-2,1,0,7
COc1ccc(OC)c(NC(=O)CSc2nnc(-c3cnccn3)n2C)c1,3,5,-7,-5,10,-2,2,-6,1
COCCNC(=O)CC(c1ccccc1)c1ccccc1,-4,-12,-11,-1,34,5,1,5,-3
O=C(/C=C/c1c(F)cccc1Cl)N1CCOCC1,-5,-11,-8,-6,2,-24,1,0,-1

# Compound profiles (already shown). Screens in order: UBC13 polyUb, SENP6 inh, HKDC1 inhibitor, SENP7 inh, SENP8 block-1, SENP8 block-2, SENP1 FRET inh, PfG6PD inh, beta cell repl
# Cc1ccc(-c2nc(CN(C)C(C3CC3)C3CC3)c(C)o2)cc1 reads 4, 8, -2, 6, -74, 4, -20, -10, 1
# COc1ccccc1-c1nnc(SCC(=O)Nc2oc(C)c3c(C)n[nH]c(=O)c23)n1C reads -9, 2, 8, 1, 15, -10, -3, -5, -2
